Compound activity: PubChem, several laboratories
SUMO1 PPI mod = modulators of SUMO1 protein-protein interactions, primary screen, biochemical, uHTS; SUMO1 binding to a labelled peptide, TR-FRET, 1 h; inhibition, % at 20 µM; AID 602429, 2012; Small ubiquitin-related modifier 1 (Homo sapiens), P63165; hit rate 0.33% among 360,000; in the data active means inhibition above about 37%
Target sequence (P63165 whole entry, looked up): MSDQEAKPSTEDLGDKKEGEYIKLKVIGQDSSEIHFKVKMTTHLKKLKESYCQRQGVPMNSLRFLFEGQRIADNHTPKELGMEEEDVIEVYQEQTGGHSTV
STEP inh = STEP phosphatase inhibitors, primary screen, biochemical, fluorescence intensity, uHTS. Tyrosine-protein phosphatase non-receptor type 5 (Homo sapiens), P54829. hit rate 0.25% among 360,000. recombinant STEP, OMFP fluorogenic substrate. inhibition, % at 20 µM. AID 588621, 2011;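 active means inhibition at 20 µM, scaled per plate between control wells, above about 37%, limit read from the data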;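 further: 0% = DMSO with enzyme and substrate and 100% = substrate only without enzyme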
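System: STEP (striatal-enriched tyrosine phosphatase) enzyme, cell-free; medium: Bis-Tris pH 6.0 buffer with DTT, detergent; dosing: 20 µM, 1% DMSO; times: reaction 20 min, ambient temperature; detection: fluorescence, 480/540 nm; read-out basis: normalized % inhibition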
Neddyl block = inhibitors of cullin neddylation, primary screen, biochemical, TR-FRET, uHTS, NAE and Ubc12; calls only at 25 µM; hit rate 0.58% among 360,000; NEDD8-conjugating enzyme Ubc12 (Homo sapiens) + NEDD8-activating enzyme E1 regulatory …; in the data active means inhibition above about 36%
Rpn11 block = Rpn11 (PSMD14) deubiquitinase inhibitors, primary screen, biochemical, fluorescence polarization, uHTS | hit rate 0.59% among 360,000 | 26S proteasome non-ATPase regulatory subunit 14 (Homo sapiens), O00487 | calls only at 20 µM | human 26S proteasome, Ub4-pepOG fluorescence polarization; 20S core pre-blocked with epoxomicin;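 active means inhibition at 20 µM, scaled to each plate's controls, above about 33%, limit read from the data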
Target sequence (O00487 whole entry, looked up): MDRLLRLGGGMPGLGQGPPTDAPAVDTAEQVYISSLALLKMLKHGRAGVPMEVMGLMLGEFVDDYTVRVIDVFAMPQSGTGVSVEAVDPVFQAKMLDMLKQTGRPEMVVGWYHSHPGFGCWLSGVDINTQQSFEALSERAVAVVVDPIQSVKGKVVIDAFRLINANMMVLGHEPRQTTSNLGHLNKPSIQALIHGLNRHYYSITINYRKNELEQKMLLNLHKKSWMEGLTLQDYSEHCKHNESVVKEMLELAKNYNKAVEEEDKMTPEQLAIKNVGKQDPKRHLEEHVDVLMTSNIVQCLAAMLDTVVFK
DNMT1 block = human DNMT1 methyltransferase inhibitors, primary screen, biochemical, molecular beacon, fluorescence, HinP1I cleavage, uHTS. inhibition (reported as % activation of signal), % at 10 µM. hit rate 0.83% among 360,000. AID 588458, 2011; in the data active means inhibition above about 50%
NadD block = inhibitors of S. aureus NadD, primary screen, biochemical, colorimetric, uHTS; Nicotinate-nucleotide adenylyltransferase NadD (Staphylococcus aureus N315); purified NadD enzyme, colorimetric absorbance read-out; inhibition, % at 20 µM; hit rate 0.78% among 360,000; in the data active means inhibition above about 26%; further: some compounds past the cut are filed as inactive
Scp1 inh = Scp-1 phosphatase inhibitors, primary screen, biochemical, colorimetric, uHTS | Carboxy-terminal domain RNA polymerase II polypeptide A small phosphatase 1 (Homo … | hit rate 0.88% among 340,000 | inhibition, % at 20 µM | Recombinant Scp1, phosphopeptide, malachite green phosphate absorbance;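 active means inhibition above about 50% at 20 µM, limit read from the data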;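 further: plate controls were DMSO wells with enzyme for no effect and wells lacking enzyme for full effect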
Target sequence (Q9GZU7 76-261 limits assumed): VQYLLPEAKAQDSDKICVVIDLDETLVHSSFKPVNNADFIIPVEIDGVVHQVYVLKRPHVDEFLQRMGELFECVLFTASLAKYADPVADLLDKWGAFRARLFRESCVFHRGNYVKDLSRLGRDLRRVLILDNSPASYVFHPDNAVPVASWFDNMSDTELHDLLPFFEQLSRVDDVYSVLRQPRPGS
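System: SCP-1 catalytic domain; Reagent: Phospho 17-mer peptide substrate; Doses: one concentration, 20 µM, with 1.0% DMSO; Incubation: 45 min room-temperature reaction, 5 min colour, 30 min stabiliser; Signal: Phosphate-binding colour reagent, absorbance read at 630 nm.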
CSN deneddyl inh = inhibitors of CSN-mediated cullin deneddylation, primary screen, biochemical, fluorescence polarization, uHTS; Purified CSN, SCF-Nedd8-OG deneddylation; hit rate 0.38% among 360,000; inhibition, % at 12.5 µM; COP9 signalosome complex subunit 5 (Homo sapiens), Q92905;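 active means pattern-corrected inhibition above about 35%, with an unprinted fluorescence ratio check between 0.5 and 1.5, limit read from the data, passing the limit was not always enough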;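 further: 0% = enzyme with substrate and 100% = substrate without enzyme; some results filed as inactive read as strong as hits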
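Material: human Csn5 produced in HEK293T cells; Input: enzyme 0.24 nM; Reagent: SCFSkp2-Nedd8OG substrate at 10 nM final; Dosing: 12.5 µM compound; Incubation: 90 min reaction at room temperature; Detection: fluorescence polarization of the substrate; Evaluation: % inhibition of substrate cleavage by Csn5; Control set: substrate-only high control, full reaction low control.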
Rin1 Abl inh = inhibitors of Rin1-Abl protein binding, primary screen, biochemical, TR-FRET; Tyrosine-protein kinase ABL1 (Homo sapiens) + Ras and Rab interactor 1 (Homo sapiens), …; inhibition, % at 7.35 µM; hit rate 0.4% among 360,000; AID 588664, 2011; in the data active means inhibition above about 5%, passing the limit was not always enough
LMPTP block = LMPTP phosphatase inhibitors, primary screen, biochemical, fluorescence intensity, uHTS; AID 651560, 2012; recombinant LMPTP-A, OMFP fluorogenic substrate; inhibition, % at 20 µM; Low molecular weight phosphotyrosine protein phosphatase (Homo sapiens), P24666; hit rate 0.22% among 360,000;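 active means compounds that cut the enzyme signal by at least half of the control window in the single-dose screen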;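 further: plate controls were DMSO wells with enzyme plus substrate for no effect and substrate without enzyme for full effect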
Target sequence (P24666 whole entry, looked up): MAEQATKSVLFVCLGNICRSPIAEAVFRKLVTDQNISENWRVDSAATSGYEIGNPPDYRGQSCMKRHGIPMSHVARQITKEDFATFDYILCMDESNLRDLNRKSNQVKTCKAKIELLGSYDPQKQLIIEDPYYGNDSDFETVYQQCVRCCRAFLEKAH
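Assay system: LMPTP-A enzyme. Input: 0.625 nM LMPTP-A final. Probe or stimulus: 400 µM OMFP. Compound dosing: single 20 µM dose. Schedule: 50 min dark incubation at room temperature. Detection: fluorescence intensity of OMFP turnover product. Read-out: percent inhibition versus substrate-only and uninhibited controls. Benchmarks: no-enzyme low control, uninhibited high control.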
The depositor's hits bear a star; i = inactive; x = not tested or not shown; + = active, no number.

mol | SUMO1 PPI mod | STEP inh | Neddyl block | Rpn11 block | DNMT1 block | NadD block | Scp1 inh | CSN deneddyl inh | Rin1 Abl inh | LMPTP block
COc1ccc2cc3cc(C(=O)NC(C)C)oc3nc2c1 | -17 | 1 | x | i | 3 | -3 | -5 | -1 | -1 | -0.5
CC1(C(=O)NNC(=O)C2CCCCC2)CC1(Cl)Cl (stereo not given) | 2 | 0 | i | i | 2 | 0 | -1 | 0 | -1 | -0.5
Cc1ccc(CN2CCN(/N=C/c3cc(Br)ccc3O)CC2)cc1 | -3 | 2 | i | i | -1 | -7 | -2 | -2 | -2 | 2.7
Cc1ccc(C)c(-n2c(-c3csc(C)c3)n[nH]c2=S)c1 | 1 | 0 | i | i | 6 | 5 | 5 | 1 | 0 | 0.8
O=C(Nc1ccc(-c2cn3ccsc3n2)cc1)c1ccc(F)c(S(=O)(=O)N2CCOCC2)c1 | 9 | 9 | i | i | -7 | 7 | -5 | 7 | -3 | 3.0
Cc1onc(-c2c(F)cccc2Cl)c1C(=O)Nc1nc2c(s1)CCCC2 | 0 | 3 | i | i | 6 | 10 | 2 | -1 | 1 | 0.6
COC(=O)c1cn(C(=O)c2ccc(Cl)cc2)c2ccccc12 | 1 | -2 | i | i | 2 | -6 | -20 | -1 | 0 | 0.6
CCOc1ccc(-c2nnc3n2N=C(c2ccc(OC)cc2)CS3)cc1 | -1 | -1 | i | i | -5 | 16 | 7 | 1 | -5 | 0.5
O=C(Oc1ccc(-c2nnco2)cc1)c1cc(S(=O)(=O)N2CCOCC2)ccc1F | 1 | -2 | i | i | 2 | -3 | x | -3 | 0 | -1.5
CC(=O)c1ccc(C(=O)NC2CC(C)(C)Cc3c2cnn3-c2ccccc2)cc1 (stereo not given) | -4 | -2 | i | i | -2 | 4 | 1 | 4 | -3 | -0.8
Cc1ccc2[nH]c(=O)c(CN(Cc3cccnc3)C(=S)NCCCN(C)C)cc2c1 | 4 | -2 | i | i | 0 | -7 | -6 | -4 | 3 | -2.1
COc1ccc(CNC(=O)C(c2ccc(C)o2)N(Cc2cccs2)C(=O)Cc2cccs2)cc1 (stereo not given) | 1 | 5 | i | i | -3 | 3 | 0 | 4 | 2 | 2.4
CCC(CC)N1CCN(Cc2nc3ccc([N+](=O)[O-])cc3c(=O)n2-c2ccccc2F)CC1 | -41 | 0 | i | i | -3 | -7 | -12 | 1 | -3 | -0.4
O=C(NCCc1ccccc1)c1ccccc1[N+](=O)[O-] | -10 | -1 | i | i | 4 | -4 | -5 | -1 | -1 | -2.7
COC(=O)Nc1ccc2c(c1)N(C(=O)CCN(C)C)c1ccccc1CC2 | -4 | 2 | i | i | -11 | -12 | -4 | 1 | -2 | -2.1
COC(=O)c1ccc(CNC(=O)COC(=O)Cc2ccsc2)cc1 | 0 | 3 | i | i | 7 | -7 | -4 | 0 | -1 | 0.1
CCC(=O)N(CC)C1=C(O)c2ccccc2C(=O)C1=O | -18 | -1 | i | i | -16 | 0 | -8 | 1 | -1 | 0.8
O=C(NC1CCCC1)C1c2ccccc2OCC(=O)N1CCCN1CCOCC1 (stereo not given) | 2 | x | i | x | x | -3 | x | 16 | x | -4.0
O=C(Cn1nnc(-c2ccccc2)n1)NCC(=O)Nc1ccc(F)c(F)c1F | 12 | 10 | i | i | -2 | 4 | -4 | 2 | 1 | 0.3
COc1ccc(/C=C2\SC(=O)NC2=S)cc1OC | 11 | 1 | i | i | -1 | 0 | -2 | 4 | 0 | -7.3
CNC(=S)N1CCN(c2ccc([N+](=O)[O-])cc2)CC1 | -30 | 3 | i | i | 2 | 8 | 0 | -2 | -7 | -1.1
Cc1ccnc(NC(=O)Nc2cccc(F)c2)n1 | 3 | 0 | i | i | 12 | 2 | 9 | -1 | -5 | -1.1
Cc1nc2ccc(F)cc2cc1C(=O)NCC1CCCO1 (stereo not given) | 2 | 9 | i | i | -3 | -1 | -2 | 5 | 3 | -1.2
Cc1cc(Nc2nnnn2-c2ccccc2)n(-c2ccccc2)n1 | 2 | 2 | i | i | 0 | -3 | -4 | 0 | -3 | 0.7
CC(C)(C)NS(=O)(=O)c1ccc(CCC(=O)NCc2ccco2)cc1 | 3 | -1 | i | i | -9 | 1 | 1 | 2 | 2 | -1.9
COc1cc(=O)[nH]c(=O)n1C(=O)Cc1ccccc1 | 0 | 0 | i | i | -4 | 10 | 0 | 3 | 0 | -0.3
N#C/C(=C(/O)c1ccc(C(=O)c2ccccc2)cc1)c1nc2ccccc2[nH]1 | 6 | 3 | i | i | 29 | 6 | 3 | 1 | -3 | 6.8
Cc1cc(=O)oc(C)c1C(=O)NCc1ccccc1 | 1 | 1 | i | i | 1 | 7 | 8 | -3 | -5 | -0.6
C=C1CCN([C@@H](CC(C)C)C(=O)N2CCOCC2)S(=O)(=O)c2ccccc21 | 4 | -5 | i | i | 1 | -1 | -6 | 1 | 0 | 1.2
NC(=O)c1c(NC(=O)CN2C(=O)NC(Cc3ccccc3)C2=O)sc2c1CCC2 (stereo not given) | 7 | 0 | i | i | 6 | 6 | 6 | 10 | -8 | 0.8
COc1ccc(C(C(=O)NC(C)(C)C)n2c(-c3ccc(=O)[nH]c3)nc3ccccc32)cc1 (stereo not given) | 2 | x | i | x | x | x | x | -5 | x | 5.0
Nc1ncc(CN2CCCC(C(=O)Nc3ccc(-c4ccco4)cc3)C2)cn1 (stereo not given) | 7 | 3 | i | i | -11 | 11 | -3 | 2 | 2 | 16

Four of the compounds above, with values under each structure:
The line under a structure holds: SUMO1 PPI mod	STEP inh	Neddyl block	Rpn11 block	DNMT1 block	NadD block	Scp1 inh	CSN deneddyl inh	Rin1 Abl inh	LMPTP block
- CC(C)(C)NS(=O)(=O)c1ccc(CCC(=O)NCc2ccco2)cc1
    3	-1	i	i	-9	1	1	2	2	-1.9
- COc1cc(=O)[nH]c(=O)n1C(=O)Cc1ccccc1
    0	0	i	i	-4	10	0	3	0	-0.3
- N#C/C(=C(/O)c1ccc(C(=O)c2ccccc2)cc1)c1nc2ccccc2[nH]1
    6	3	i	i	29	6	3	1	-3	6.8
- Cc1cc(=O)oc(C)c1C(=O)NCc1ccccc1
    1	1	i	i	1	7	8	-3	-5	-0.6

(continued)
mol | SUMO1 PPI mod | STEP inh | Neddyl block | Rpn11 block | DNMT1 block | NadD block | Scp1 inh | CSN deneddyl inh | Rin1 Abl inh | LMPTP block
COc1ccccc1NC(=O)c1sc2ncn(Cc3ccc(C)cc3)c(=O)c2c1C | -33 | 5 | i | i | -14 | -2 | -5 | 0 | -3 | 1.1
O=C(CN1C(=O)C2C3C=CC(C3)C2C1=O)OCC(=O)c1ccccc1 (stereo not given) | 0 | -2 | i | i | 4 | 4 | -14 | 0 | -1 | -1.5
COc1ccc(OC)c(NC(=O)Nc2ccc3c(c2)CCC3)c1 | 4 | -1 | i | i | -2 | 5 | -8 | 4 | -4 | 0.9
O=C(c1ccc(S(=O)(=O)N2CCCC2)cc1)N1CCCCCC1 | -3 | 12 | i | i | 3 | -4 | -11 | 0 | -1 | -2.4
Cc1ccccc1OCC(=O)OCC(=O)Nc1cc(C(F)(F)F)ccc1N1CCOCC1 | 0 | 1 | i | i | 0 | -8 | -9 | -2 | 0 | 2.4
Cc1ccc(NC(=O)COC(=O)CCC(=O)c2cccs2)c(C)c1 | -5 | -2 | i | i | 4 | -3 | -12 | 3 | 3 | -0.1
COc1ccc(/C=C/C(=O)NC(=S)N2CCSCC2)cc1 | 0 | 2 | i | i | -1 | 2 | -7 | -17 | 1 | -1.6
O=C(CCC(=O)c1ccc(F)cc1)Nc1cc(Cl)cc(Cl)c1 | -2 | -2 | i | i | 2 | -8 | 3 | -5 | 1 | -1.1
CCOC(=O)N1CCC(NC(=O)c2cc3c(-c4cccc(OC)c4)nn(C)c3s2)CC1 | 3 | -3 | i | i | -10 | -6 | -4 | -1 | -2 | 2.2
c1cncc(CNc2ncnc3sc4c(c23)CCC4)c1 | -1 | 0 | i | i | 0 | 3 | 2 | 5 | 0 | 1.0
COc1ccc(OC)c(-c2nnc(SCC(=O)N3CCCC3)o2)c1 | 3 | -3 | i | i | 3 | -3 | -3 | -1 | 1 | -0.2
COc1cc(N(Cc2ccccc2)Cc2ccccc2)c2ncn(C(C)C)c2c1 | -2 | 1 | i | i | -18 | 4 | 4 | -5 | 1 | 5.1
O=C(Nc1cccnc1)C1CCN(S(=O)(=O)c2cccc3nonc23)CC1 | -19 | -1 | i | i | 3 | 0 | 13 | 3 | -1 | -0.7
N#C/C(=C(/O)COC(=O)CSc1ccc2ccccc2c1)c1nc2ccccc2[nH]1 | 0 | -1 | i | + | -3 | 13 | -10 | 12 | 1 | 0.7
Cc1ccc(CSCC(=O)Nc2c(C)n(C)n(-c3ccccc3)c2=O)cc1 | -2 | -3 | i | i | 3 | -1 | 7 | -11 | -2 | -0.7
COc1ccc(NC(=O)C2CCCN(C(=O)Nc3cccc(OC)c3)C2)cc1 (stereo not given) | 0 | -1 | i | i | 0 | -6 | -3 | 1 | 4 | 0.2
Nc1nc2c(ncn2-c2ccccc2)c(=O)[nH]1 | 14 | -4 | i | i | 10 | 4 | 1 | 2 | -1 | -0.2
c1ccc2c(c1)nnn2CNc1nccs1 | 2 | 1 | i | i | 6 | 3 | -5 | 5 | 3 | -0.6
CCc1n[nH]c(=S)n1/N=C/c1ccccn1 | 1 | -1 | i | i | -5 | -3 | -10 | -2 | 0 | -3.5
C/C(=N\Nc1ccc([N+](=O)[O-])cc1)c1cc2ccccc2o1 | -20 | -6 | i | + | 4 | -2 | -17 | 25 | -4 | 3.3
